Imprint erasure – inducers of genomic imprint erasure in mouse ES cells. AID 1948. Potency, µM (titrated, usually from 60.7 µM), inactives show top-dose activity change, positive = activation, actives largely listed as activators. mouse ES Peg3-LacZ reporter, beta-gal luminescence, 40 h. 110,000 compounds, 0.02% hits;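 also: 0% = negative control wells on the plate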
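Each well holds 300 Peg3LacZ-Neo (maternal) female ES cells incubated 40 h at 37C, 5% CO2. LacZ is measured by BetaGlo luminescence, with AC50 and maximum efficacy derived from dose-response curves.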
IkB sig inh – IkB pathway inhibition in ABC-DLBCL cells | Potency, µM (highest dose often 57.1 µM), for inactives: at the highest dose IkBa stabilization activation | 110,000 compounds, 0.04% hits | ABC-DLBCL IkBa-CBG/CBR dual luciferase ratio, 4 h; response scale: scaled: untreated 0%, proteasome inhibitor 100% | AID 445; active = well fitted curve in the direction sought with a large enough effect in the signal ratio, not every such curve was filed as active; inconclusive = small, poorly fitted or top-dose-only effect, or a change in a side signal; the % refers to the signal ratio;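 also: the direction sought is a rising ratio; 0% = basal untreated cells and 100% = reference inhibitor full response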
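Curves were fitted separately to fusion (green), unfused (red) and ratio luminescence, then classed by r2, magnitude and activity. Cells: OCI-Ly3, 4 h compound plus doxycycline at 37C; 10 uM MG-132 defined full response.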
p53ts 32C tox – p53ts cell cytotoxicity, permissive temperature | AID 924 | Potency, µM (doses to about 46.1 µM), inactives show top-dose activity change, negative = cytotoxicity, hits mostly cytotoxic | 130,000 compounds, 0.93% hits | H1299-p53A138V at 32C, ATP luminescence viability, 24 h;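 also: 0% = DMSO and -100% = full killing by reference compound; nearly all actives have a fitted effect of over 55% in size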
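Cells: H1299 p53ts (A138V), 600/well, pre-incubated 16–30 h at 37C. Cpd up to 46 uM, 24 h, 32C. Readout: ATPlite luminescence, 20 min RT. Normalization: DMSO vs tamoxifen 100 uM. AC50 by Hill equation.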
p53ts 39C tox – kills p53ts cells at the nonpermissive temperature. H1299-p53A138V viability at 39C, ATP luminescence, 24 h. Potency, µM (top dose mostly 46.1 µM), without a hit: at the top dose activity change, negative = cell killing, actives largely listed as cytotoxic. 130,000 compounds, 1.5% hits. AID 902; also: nearly all actives have a fitted effect of over 55% in size
* hit, by the source's call; [ ] = dose if it differs, or a comment. Unless noted, calls follow the shape of the dose curve; as a rule, active = well fitted curve in the direction sought with a large enough effect; inconclusive = small, poorly fitted or top-dose-only effect, or another doubt; inactive = no such curve, though single readings can be large; an effect the other way counts as inactive or inconclusive. Unless noted, % is scaled to controls: 0 for no effect and ±100 for the full control effect; potency is read from the fitted curve at half-maximal effect.

Screening Cc1csc(NC(=O)CSCC(=O)Nc2ccccc2)n1 returned Imprint erasure 5.5%, IkB sig inh 13.6%, p53ts 32C tox 7.6% and p53ts 39C tox 11.4%.
Screening CCOC(=O)Cn1nnnc1CN(Cc1ccc(OC)cc1)Cc1cc2cc(C)cc(C)c2[nH]c1=O returned Imprint erasure -4.2%, IkB sig inh 0.1%, p53ts 32C tox -1.7% and p53ts 39C tox -9.3%.
`CCn1c(C(O)c2ccc(C)cc2)nc2ccccc21` (stereo unspecified) gave Imprint erasure -17.5%, IkB sig inh -0.4%, p53ts 32C tox 6.3% and p53ts 39C tox -11.9%.
For Cc1ccc(Nc2nc(Nc3ccc(C)c(C)c3)nc(N3CCOCC3)n2)cc1C the results were Imprint erasure 4.6%[10.9 µM], IkB sig inh inconclusive, p53ts 32C tox -10.4% and p53ts 39C tox -4.4%.
O=C(CSc1nnc(Cn2cnc3ccccc32)o1)c1ccccc1 was read as Imprint erasure -19.6%, IkB sig inh 3.6%, p53ts 32C tox -1.9% and p53ts 39C tox 2.8%.
Screening CN(C)c1ncc2nc(-c3ccc(Cl)cc3)c(=O)n(C)c2n1 returned Imprint erasure -6.5%, IkB sig inh -3.4%[11.4 µM], p53ts 32C tox -4.9% and p53ts 39C tox -3.6%.
CCOC(=O)c1sc(=S)n(-c2ccc3c(c2)OCO3)c1N was read as Imprint erasure -8.2%, IkB sig inh -0.5%, p53ts 32C tox 13.6% and p53ts 39C tox 1.7%.
`O=C(Nc1ccc(S(=O)(=O)Nc2ccccc2)cc1)N1CCCC1` gave Imprint erasure 13.3%[10.9 µM], IkB sig inh 0.4%, p53ts 32C tox 1.4% and p53ts 39C tox -15.3%.
Screening CC(=O)c1ccc(NC2OC(C)C(O)C(O)C2O)cc1 (stereo unspecified) returned Imprint erasure 7.1%, IkB sig inh 0.5%, p53ts 32C tox -5.6% and p53ts 39C tox -7.2%.
O=C(CNC(=O)c1ccco1)NCCCc1ccccc1 was read as Imprint erasure 3.3%, IkB sig inh -0.2%, p53ts 32C tox 2.4% and p53ts 39C tox 2.4%.
`CCOc1ccc(NS(=O)(=O)c2ccc3[nH]cc(C(=O)NC(C)CC)c(=O)c3c2)cc1` (stereo unspecified) gave Imprint erasure -6.2%, IkB sig inh inconclusive, p53ts 32C tox inconclusive and p53ts 39C tox inconclusive.
For CCOC(=O)Nc1ccc(S(=O)(=O)NCCCN2CCOCC2)cc1 the results were Imprint erasure -12.4%, IkB sig inh -0.9%, p53ts 32C tox 1.5% and p53ts 39C tox 12.7%.
CCn1c(Cc2cccc3ccccc23)nnc1SCC(=O)Nc1nccs1 was read as p53ts 32C tox 5.4% and p53ts 39C tox 16.8%.
`O=C(O)c1ccc(NC(=O)C2(c3ccccc3)CCOCC2)cc1` gave Imprint erasure 22.5%, IkB sig inh 2.8%, p53ts 32C tox 5.6% and p53ts 39C tox 19.0%.
For Cc1ccc2c(Cl)c(C(=O)NCCCn3ccnc3)sc2c1 the results were p53ts 32C tox -8.2% and p53ts 39C tox -16.4%.
`COCc1nnc(NC(=O)CCCOc2ccccc2)s1` gave Imprint erasure 1.4%, IkB sig inh 0.0%, p53ts 32C tox -1.7% and p53ts 39C tox 0.8%.
CC1=C(C(=O)OC2CCCC2)C(c2ccc(Cl)cc2)CC(=O)N1 (stereo unspecified) was read as Imprint erasure 1.9%[10.9 µM], IkB sig inh inconclusive, p53ts 32C tox 15.4% and p53ts 39C tox -15.5%.
COc1ccc(-c2onc(C)c2C)cc1S(=O)(=O)NCC1CCN(Cc2ccccc2F)CC1 was read as Imprint erasure -9.1%[10.9 µM], IkB sig inh -0.5%, p53ts 32C tox -0.6% and p53ts 39C tox -19.6%.
For CCOC(=O)C1CCN(S(=O)(=O)c2ccc(OCC(=O)OC)cc2)CC1 the results were Imprint erasure 13.3%, IkB sig inh 1.8%, p53ts 32C tox -4.7% and p53ts 39C tox 1.8%.
For COc1ccccc1N1CCN(C(=O)CCCN2C(=O)c3cccc4cccc(c34)C2=O)CC1 the results were p53ts 32C tox -15.2% and p53ts 39C tox 1.3%.
Screening COc1ccccc1NC(=O)C1CCN(S(=O)(=O)c2ccc3c(c2)oc(=O)n3C)CC1 returned Imprint erasure -7.4%[10.9 µM], IkB sig inh inconclusive, p53ts 32C tox -15.6% and p53ts 39C tox -6.6%.
CCOC(=O)C1=C(C)N=c2s/c(=C/c3ccco3)c(=O)n2C1c1cccc(OC)c1 (stereo unspecified) was read as Imprint erasure -6.6%, IkB sig inh 3.3%, p53ts 32C tox 10.1% and p53ts 39C tox 19.3%.
Screening CC1(C)Cc2ccccc2-c2nc(CN3CCOCC3)[nH]c(=O)c21 returned Imprint erasure -3.4%, IkB sig inh -1.4%, p53ts 32C tox 6.3% and p53ts 39C tox 13.0%.
Screening CC(C)CC(c1nnnn1C(C)C)N1CCN(c2cccc(Cl)c2)CC1 (stereo unspecified) returned Imprint erasure -11.0%, IkB sig inh 2.9%, p53ts 32C tox 13.4% and p53ts 39C tox -0.5%.
Screening CCn1cc(CN(C)C(=O)CSc2nc(-c3ccco3)cc(C(F)(F)F)n2)c(C)n1 returned Imprint erasure -10.0%, IkB sig inh inconclusive, p53ts 32C tox -1.2% and p53ts 39C tox 11.7%.
O=C(C1COc2ccccc2O1)N1CCc2ccccc2C1 (stereo unspecified) was read as p53ts 32C tox -10.2% and p53ts 39C tox 11.0%.
COc1ccc(-c2noc(CN(C(=O)C(C)(C)C)C(C)C)n2)cc1 was read as Imprint erasure -9.0%, IkB sig inh 0.9%, p53ts 32C tox -9.3% and p53ts 39C tox 11.9%.
For COCC(C)n1c(C)cc(C(=O)COC(=O)c2oc3ccccc3c2C)c1C (stereo unspecified) the results were Imprint erasure -22.4%, IkB sig inh inconclusive, p53ts 32C tox -7.3% and p53ts 39C tox 1.2%.
Screening CC(C)[C@H](NC(=O)CCn1nnc2ccccc2c1=O)C(=O)O returned Imprint erasure -12.8%, IkB sig inh -0.9%, p53ts 32C tox 4.3% and p53ts 39C tox 5.1%.
For Cc1ccsc1C1C=C(c2cccc(Br)c2)Nc2ncnn21 (stereo unspecified) the results were Imprint erasure -11.7%, IkB sig inh inconclusive, p53ts 32C tox -6.7% and p53ts 39C tox -20.9%.
COc1ccc(C)cc1NC(=O)NC1CCN(Cc2ccccc2)CC1 was read as Imprint erasure -20.1%, IkB sig inh 0.7%, p53ts 32C tox 2.6% and p53ts 39C tox 4.1%.
Screening COCCSc1ccccc1C(=O)Nc1nccs1 returned Imprint erasure -1.2%, IkB sig inh 0.6%, p53ts 32C tox 0.9% and p53ts 39C tox 17.4%.
Screening CCOC(=O)C(NC(C)=O)(Nc1ccc(S(=O)(=O)Nc2onc(C)c2C)cc1)C(F)(F)F (stereo unspecified) returned Imprint erasure -1.2%, IkB sig inh -0.1%, p53ts 32C tox -5.4% and p53ts 39C tox -0.4%.
For COc1ccc(NC(=O)Cn2c(=O)oc3cc(S(=O)(=O)NC(C)C)ccc32)cc1OC the results were Imprint erasure -6.7%[10.9 µM], IkB sig inh -0.7%, p53ts 32C tox 13.7% and p53ts 39C tox -16.5%.
`CCOC(=O)Cn1c(=O)n(-c2ccccc2OC)c2nc(-c3ccc(C(C)C)cc3)nc(C(N)=O)c21` gave Imprint erasure -7.8%[10.9 µM], IkB sig inh -2.7%, p53ts 32C tox -1.2% and p53ts 39C tox -12.7%.
CC1CC[C@@]2(C(=O)O)CC[C@]3(C)C(=CCC4[C@@]5(C)CCC(O)C(C)(C)C5CC[C@@]43C)C2C1C (stereo partly specified) was read as Imprint erasure -17.6%, p53ts 32C tox 7.9% and p53ts 39C tox 7.5%.
Screening COc1cc(NC(=O)Cc2ccccc2OC)cc(OC)c1 returned Imprint erasure -0.8%, IkB sig inh 4.6%, p53ts 32C tox 2.8% and p53ts 39C tox 2.7%.
For Cc1oc(-c2cc(Cl)ccc2Cl)cc1-c1nn2c(C)nnc2s1 the results were Imprint erasure 3.6%, IkB sig inh 0.0%, p53ts 32C tox 17.0% and p53ts 39C tox 1.2%.
Screening CC1=CC(C)(C)N(C(=O)CSc2nnc(-c3ccccc3)o2)c2ccc(C)cc21 returned Imprint erasure -18.6%, IkB sig inh inconclusive, p53ts 32C tox 2.2% and p53ts 39C tox 14.9%.
Cc1cc(C)c(C#N)c(Oc2ccc(O)cc2)n1 was read as Imprint erasure -2.7%, IkB sig inh 0.9%, p53ts 32C tox 17.6% and p53ts 39C tox 1.6%.

In the list so far, four have two or more sulfur atoms:
Screening Cc1csc(NC(=O)CSCC(=O)Nc2ccccc2)n1 returned Imprint erasure 5.5%, IkB sig inh 13.6%, p53ts 32C tox 7.6% and p53ts 39C tox 11.4%.
CCOC(=O)c1sc(=S)n(-c2ccc3c(c2)OCO3)c1N was read as Imprint erasure -8.2%, IkB sig inh -0.5%, p53ts 32C tox 13.6% and p53ts 39C tox 1.7%.
CCn1c(Cc2cccc3ccccc23)nnc1SCC(=O)Nc1nccs1 was read as p53ts 32C tox 5.4% and p53ts 39C tox 16.8%.
Screening COCCSc1ccccc1C(=O)Nc1nccs1 returned Imprint erasure -1.2%, IkB sig inh 0.6%, p53ts 32C tox 0.9% and p53ts 39C tox 17.4%.

Looked up by structure from the entries so far (2):
COc1ccc(-c2onc(C)c2C)cc1S(=O)(=O)NCC1CCN(Cc2ccccc2F)CC1 was read as Imprint erasure -9.1%[10.9 µM], IkB sig inh -0.5%, p53ts 32C tox -0.6% and p53ts 39C tox -19.6%.
Screening COCCSc1ccccc1C(=O)Nc1nccs1 returned Imprint erasure -1.2%, IkB sig inh 0.6%, p53ts 32C tox 0.9% and p53ts 39C tox 17.4%.

Other structures:
COc1cc(NC(=O)c2c(-c3ccccc3Cl)noc2C)c2ncccc2c1 was read as Imprint erasure -2.8%, IkB sig inh -0.2%, p53ts 32C tox 10.1% and p53ts 39C tox 6.2%.
Screening O=C(CNS(=O)(=O)c1ccc(Br)s1)NCc1ccc2c(c1)OCO2 returned Imprint erasure -1.9%, IkB sig inh 0.6%, p53ts 32C tox -0.3% and p53ts 39C tox -8.1%.
For CCn1c(CNC(=O)c2ccc(OC)cc2)nnc1SCC(=O)Nc1cccc(C)c1 the results were Imprint erasure -4.4%[10.9 µM], IkB sig inh 2.9%, p53ts 32C tox 0.9% and p53ts 39C tox -8.1%.
For O=S(=O)(c1cccs1)N1CCN(c2ccc(Cl)cc2)CC1 the results were Imprint erasure -3.1%[10.9 µM], IkB sig inh 1.1%, p53ts 32C tox -9.4% and p53ts 39C tox 4.1%.
Screening COc1ccc2[nH]c(=O)c(CN(CCN3CCCC3)C(=O)Nc3ccccc3Cl)cc2c1 returned Imprint erasure -2.6%, IkB sig inh 8.2%, p53ts 32C tox 0.2% and p53ts 39C tox -6.5%.
For Cc1ccc(NC(=O)C(=O)NCC2(c3ccccc3)CCCC2)cc1C the results were Imprint erasure 8.6%[10.9 µM], IkB sig inh -1.2%, p53ts 32C tox -3.2% and p53ts 39C tox 6.0%.
For COc1ccc(C)cc1NC(=O)C1CCCN(S(=O)(=O)c2ccc3[nH]c(=O)ccc3c2)C1 (stereo unspecified) the results were Imprint erasure -9.5%[10.9 µM], IkB sig inh 2.3%, p53ts 32C tox 0.9% and p53ts 39C tox -16.9%.
For CN(C)[C@@H]1CCC[C@H]1OC(=O)C(c1ccccc1)c1ccccc1 the results were p53ts 32C tox -8.4% and p53ts 39C tox -2.6%.
For Cc1nn(C)c(C)c1S(=O)(=O)N1CCC(C(=O)Nc2ccc3c(c2)OCCO3)CC1 the results were Imprint erasure -5.8%, IkB sig inh -3.9%, p53ts 32C tox -2.4% and p53ts 39C tox 11.2%.
Screening COc1ccc(Cn2c(=O)[nH]c3cc(C(=O)N4CCN(c5cccc(Cl)c5)CC4)ccc3c2=O)cc1 returned Imprint erasure -7.3%[10.9 µM], IkB sig inh inconclusive, p53ts 32C tox -15.4% and p53ts 39C tox -6.5%.
Screening O=C(Nc1cc(-c2cccc(Cl)c2)nn1-c1ccccc1)c1ccccc1F returned Imprint erasure -7.8%[10.9 µM], IkB sig inh 0.9%, p53ts 32C tox -0.9% and p53ts 39C tox -9.1%.
`COC(=O)c1ccc(OCC(=O)Nc2nn(-c3ccccc3)nc2C(N)=O)cc1` gave Imprint erasure -4.3%, IkB sig inh inconclusive, p53ts 32C tox 8.9% and p53ts 39C tox 4.0%.

Assay outcomes: PubChem, National Center for Advancing Translational Sciences (NCATS)
